Assay outcomes as filed in PubChem.
PERK inhibitor – blocks human PERK kinase | Q9NZJ5 | CHO PERK-DD fusion, SEAP luminescence translation reporter | inhibition, % at 5.6 µM | 220,000 compounds, 0.17% hits;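 active = inhibition above the mean inhibition of all tested compounds plus 3 SD, set separately per screening campaign, cut at about 2.9% in these data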;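 note: PERK kinase domain activated by AP20187 dimerizer at 100 nM; 0% = DMSO with dimerizer and 100% = rapamycin at 8.4 µM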
BaF3 parental – parental Ba/F3 viability inhibition as JAK2V617F counter-screen; CellTiter-Glo ATP luminescence; inhibition, % at 5.6 µM; 220,000 compounds, 1.1% hits; AID 1486;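 active = inhibition above a per-campaign cutoff, the mean inhibition of all tested compounds plus 3 SD, cut at about 27% in these data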;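 note: 0% = DMSO wells and 100% = JAK Inhibitor I control wells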
TRPML3 agonist – human mucolipin-3 channel agonism. Q8TDD5. HEK293 TRPML3-YFP, Fluo-8 calcium fluorescence; 100% = the carbachol control signal. activation, % at 3 µM. 220,000 compounds, 0.29% hits;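 active = activation above its plate's cutoff, the mean activation of the plate's test wells plus 3 SD, cut at about 12% in these data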;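 note: 0% = DMSO only wells and 100% = carbachol wells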
Target sequence (Q8TDD5 whole entry, looked up): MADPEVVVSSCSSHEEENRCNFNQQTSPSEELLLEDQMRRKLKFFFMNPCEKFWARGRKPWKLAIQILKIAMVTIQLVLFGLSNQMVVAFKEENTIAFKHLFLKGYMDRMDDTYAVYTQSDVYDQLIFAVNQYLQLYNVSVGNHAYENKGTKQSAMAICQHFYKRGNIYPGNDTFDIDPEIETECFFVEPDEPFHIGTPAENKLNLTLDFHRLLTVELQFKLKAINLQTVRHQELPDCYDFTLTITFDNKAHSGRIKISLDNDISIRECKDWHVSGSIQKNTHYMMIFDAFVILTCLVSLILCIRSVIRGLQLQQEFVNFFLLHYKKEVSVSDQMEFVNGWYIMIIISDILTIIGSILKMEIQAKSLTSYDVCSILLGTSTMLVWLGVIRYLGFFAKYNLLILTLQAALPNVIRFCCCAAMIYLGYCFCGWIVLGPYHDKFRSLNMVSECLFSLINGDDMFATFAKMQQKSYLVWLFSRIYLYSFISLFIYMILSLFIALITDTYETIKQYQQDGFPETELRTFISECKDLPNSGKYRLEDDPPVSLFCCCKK
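Test system – HEK293 line with stable expression of human TRPML3-YFP channel · Control set – carbachol 87 µM final as high control (100%), DMSO as low control (0%) · Signal – Fluo-8 calcium dye fluorescence, ex 470-495, em 515-575 nm · Incubation – 1-h 37 °C dye load, 5-s basal, 120-s post-compound reads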
Ba/F3 V617F tox – lowers viability of Ba/F3 cells expressing EpoR and JAK2V617F; 220,000 compounds, 1.1% hits; inhibition, % at 5.6 µM; AID 1446; ATP luminescence;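 active = inhibition above the campaign mean plus 3 SD over all tested compounds, cut at about 24% in these data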;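 note: cytokine-independent growth of Ba/F3 cells driven by EpoR plus mutant JAK2; 0% = DMSO-treated cells and 100% = JAK inhibitor I control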
Calpain2 inh – blocks pig calpain II enzyme activity | purified calpain II, fluorogenic peptide substrate, 30 min | inhibition, % at 16 µM | 220,000 compounds, 0.37% hits | AID 1236;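 active = inhibition above about 50%, limit read from the data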
EP2 modulator – modulates human prostaglandin E2 receptor EP2 signaling; P43116; EP2-expressing cells, cAMP HTRF FRET, PGE2 co-stimulation; induction, % at 25 µM; 260,000 compounds, 0.83% hits; AID 940;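 active = compounds whose cAMP rise, as percent of the full-agonist control response, exceeds 60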;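 note: rat C6 glioma line stably carrying human EP2 under a CMV promoter; the protocol text gives 20 µM as final concentration; 100% = response of wells given 1 µM PGE2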
Target sequence (P43116 whole entry, looked up): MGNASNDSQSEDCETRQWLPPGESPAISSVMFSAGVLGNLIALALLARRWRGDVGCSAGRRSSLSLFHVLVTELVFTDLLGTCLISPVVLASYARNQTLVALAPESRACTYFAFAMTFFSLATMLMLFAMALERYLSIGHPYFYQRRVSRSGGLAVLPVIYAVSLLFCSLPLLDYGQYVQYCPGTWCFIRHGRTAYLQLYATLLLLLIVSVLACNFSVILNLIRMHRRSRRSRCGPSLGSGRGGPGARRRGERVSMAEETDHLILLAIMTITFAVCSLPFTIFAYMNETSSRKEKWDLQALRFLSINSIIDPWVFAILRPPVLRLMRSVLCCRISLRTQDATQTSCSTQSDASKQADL
S1P4 agonist – activates the human S1P4 receptor | O95977 | 220,000 compounds, 0.35% hits | S1P4-expressing cell line, agonist reporter assay | activation, % at 4.98 µM; in the data active = activation above about 11%;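 note: 0% = DMSO vehicle and 100% = reference agonist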
S1P4 antagonist – antagonists of human S1P4 receptor; S1P4-expressing cells, antagonist mode, reporter read-out; inhibition, % at 4.98 µM; 220,000 compounds, 0.26% hits; in the data active = inhibition above about 29%;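 note: 0% = wells stimulated with agonist and 100% = vehicle wells without agonist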
TRPN1 ag – activates the zebrafish TRPN1 channel | HEK293 zebrafish TRPN1-YFP, Fluo-8 calcium fluorescence; 100% = response to 87 µM carbachol | activation, % at 3 µM | AID 1424 | 220,000 compounds, 0.18% hits;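 active = activation above its plate's cutoff, the mean activation of test wells on that plate plus 3 SD, cut at about 19% in these data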;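 note: 0% = DMSO alone and 100% = 87 µM carbachol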
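Material: zebrafish TRPN1-YFP in HEK293 cells. Doses: one dose of 3 µM, 0.3% DMSO. Incubation: dye 1 h 37 °C plus 30 min RT. Measured by: intracellular calcium fluorescence with Fluo-8.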
* hit, by the source's call; & = joins results of further samples.

SMILES	PERK inhibitor	BaF3 parental	TRPML3 agonist	Ba/F3 V617F tox	Calpain2 inh	EP2 modulator	S1P4 agonist	S1P4 antagonist	TRPN1 ag
Cc1cc(C(=O)COC(=O)[C@H](C)NC(=O)c2ccco2)c(C)n1Cc1ccco1	-0.1	0	-0.5	-3	-29	31	-1.0	-11	-0.5
Cc1[nH]c2ccccc2c1/C=N/Nc1ccccn1	0.9	0	1.0	3	-2	-71	0.5	-5	0.6
Cc1ccc(-c2noc(CN3CCN(Cc4ccccc4)CC3)n2)cc1	-0.1	4	0.8	-2	-2	8	1.5	-14	0.8
COc1cc(NC(C)CCCN)c2ncccc2c1Oc1ccccc1 (stereo not given)	-0.5	6	-0.2	2	12	-5	0.5	-10	-1.9
Cc1cc(NC(=O)CSc2nnc(-c3ccco3)n2CC2CCCO2)no1 (stereo not given)	0.5	8	1.1	-2	-34	10&7	-0.1	-2	-1.0
CCN(CC)Cc1csc2ccc(Br)cc12	0.7	-1	0.8	0	-6	-12	-0.9	-7	0.6
COC(=O)c1ccc(CSc2ccc3nnc(-c4ccc(F)cc4)n3n2)o1	1.3	5	0.6	2	-111	-67	0.3	-5	0.0
COc1ccc(C/C(N)=N/OC(=O)Cc2ccccc2)cc1OC	1.0	0	-0.9	-3	-2	9	2.4	-12	-0.9
COc1ccc(NC2c3ccccc3C(=O)N2c2cccnc2)cc1 (stereo not given)	-1.1	1	1.1	1	-19	36	-0.9	-8	2.1
CCCc1n[nH]c2c1C(=O)C(C(=O)OC)C(C)(C)C2 (stereo not given)	1.3	0	1.4	-2	14	13	1.7	-6	0.6
Cc1c(C2Nc3ccccc3NC3=C2C(=O)CC(C)(C)C3)cnn1C (stereo not given)	0.2	-3	0.8	-5	-1	17	0.9	-14	-0.5
CC(C)c1nc2cc3ccccc3cc2[nH]1	0.1	-1	0.1	-3	-10	-44	-1.2	10	-0.7
COC(=O)c1sccc1NC(=O)c1c(C)cc(=O)oc1C	1.3	2	1.4	-2	18	15	1.8	-7	1.6
COc1ccc(Cn2c(CCC(=O)NCc3ccco3)nc3cccnc32)cc1	-0.3	2	-1.4	1	-25	-2	1.7	-4	0.5
Oc1cc2c(cc1C(c1ccc(Cl)c(Cl)c1)N1CCCC1)OCO2 (stereo not given)	1.6	4	0.2	-2	28	29	-0.1	2	0.5
Cc1nc2ccccn2c1C(=O)N=Nc1c(O)n(CCC(C)C)c2ccccc12	-0.1	4	1.1	0	-65	-16	1.0	-16	-0.4
Cc1cccc(C)c1Nc1nnc(SCc2nc3ccccc3s2)s1	0.3	9	0.1	3	11	8	0.9	-3	-0.8
C[N+](C)(C)CCCCCC(=O)/C=N/O	1.2	8	1.0	1	17	5	0.3	-9	1.2
FC(F)(F)c1nc(SCc2ccc(Cl)cc2Cl)n[nH]1	1.1	-2	4.1	3	2	-38	-0.2	-11	4.5
C#CC(C)(CC)NC(=O)Cn1nnc(-c2cccc(C(F)(F)F)c2)n1 (stereo not given)	0.0	12	1.3	1	-16	-53	0.5	-6	1.9
Cc1csc(SCC(=O)NCc2ccccc2)n1	1.0	0	0.9	-2	15	16	1.8	-35	-0.8
COc1cccc(-c2nnc(SCC(=O)Nc3cc(C)ccc3OC)n2N)c1	-0.4	7	-0.4	4	4	9	-0.5	-14	-0.6
CC(NC(=O)COC(=O)Cc1ccc(-c2ccccc2)cc1)c1ccccc1 (stereo not given)	1.2	4	-0.7	-5	20	27	4.9	-57	-2.0
COc1ccc(CN2CCNC(=O)C2CC(=O)N2CCCCO2)cc1OC (stereo not given)	0.2	-1	0.9	-2	1	15	1.3	3	1.8
Cc1ccc(N2CC(C(=O)OCc3ccccc3)CC2=O)cc1 (stereo not given)	-0.8	0	-0.7	0	-22	-28	1.1	-9	0.0
O=C(O)CNC(=O)/C=C/c1ccc(Cl)cc1Cl	-0.1	3	0.5	2	-3	5	0.0	5	1.0
COc1ccc(C(=O)/C=C/c2ccc(OC3CSC3)cc2)cc1	0.9	4	1.5	-5	-3	-29	-0.8	3	0.9
Cc1ccc(SCCOCCN2CCc3ccccc3C2)cc1	0.0	2	-0.2	3	36	-1	1.9	-36	-1.1
CCNC(=O)CC1C(=O)N(CC)C(=S)N1NC(=O)c1ccc(Cl)cc1 (stereo not given)	0.2	0	0.1	-3	-3	36	-0.7	-11	-0.4
O=C1CSC(c2ccc([N+](=O)[O-])cc2)N1C1CCCCC1 (stereo not given)	-0.1	3	-0.6	1	-10	26	0.7	7	-2.8

Quoted from above, four compounds:
SMILES	PERK inhibitor	BaF3 parental	TRPML3 agonist	Ba/F3 V617F tox	Calpain2 inh	EP2 modulator	S1P4 agonist	S1P4 antagonist	TRPN1 ag
O=C(O)CNC(=O)/C=C/c1ccc(Cl)cc1Cl	-0.1	3	0.5	2	-3	5	0.0	5	1.0
COc1ccc(C(=O)/C=C/c2ccc(OC3CSC3)cc2)cc1	0.9	4	1.5	-5	-3	-29	-0.8	3	0.9
Cc1ccc(SCCOCCN2CCc3ccccc3C2)cc1	0.0	2	-0.2	3	36	-1	1.9	-36	-1.1
CCNC(=O)CC1C(=O)N(CC)C(=S)N1NC(=O)c1ccc(Cl)cc1 (stereo not given)	0.2	0	0.1	-3	-3	36	-0.7	-11	-0.4

Further entries.
SMILES	PERK inhibitor	BaF3 parental	TRPML3 agonist	Ba/F3 V617F tox	Calpain2 inh	EP2 modulator	S1P4 agonist	S1P4 antagonist	TRPN1 ag
CC1CCCC(C)N1C(=O)COC(=O)c1ccc[nH]c1=O (stereo not given)	0.7	5	-0.2	-4	10	-4	0.3	-25	0.4
COc1ccc(C(=O)NCc2nnc(SCC(=O)N3CCc4ccccc43)n2C2CCCCC2)cc1	-0.2	5	-0.3	-3	-69	-7	2.1	-6	-0.3
COC(=O)CCC(=O)NC(=S)Nc1sc(C)c(C)c1C(N)=O	-0.1	71*	0.5	75*	8	0	0.5	-25	-1.1
CC(=O)c1cccc(S(=O)(=O)N(CCCO)Cc2cc3ccc(C)cc3[nH]c2=O)c1	0.0	2	0.5	-2	-10	60	-0.3	-15	-0.9
CC(=O)Oc1ccc2c(=O)c(Oc3ccccc3)c(C)oc2c1OC(C)=O	1.1	2	0.5	-3	-3	8	-0.7	-10	1.4
O=C1c2ccccc2C(=O)N1Nc1ccccc1	-0.1	3	-0.5	-2	2	15	1.8	7	0.8
CCCCN(C)Cc1c(C)[nH]c2ccc(OCC)cc2c1=O	0.0	2	-0.5	1	-44	-14	1.4	-2	1.0
O=c1c2c(-c3ccc([N+](=O)[O-])cc3)csc2nc2n1CCC2	0.3	3	0.9	0	28	54	2.8	-15	-0.5
CCOC(=O)c1c(NC(=O)CSc2nnc(-c3cccnc3)o2)sc2c1CCC2	1.0	1	0.0	-5	0	47	-0.5	-23	-1.9
COc1ccc(CCNC(=O)c2ccccc2NC(=O)c2ccco2)cc1OC	-1.1	8	0.9	4	13	-5	0.4	30*	1.9
COc1ccc2ccc3c(c2c1)N=C[C@]1(O3)N(C)c2ccccc2C1(C)C	0.1	0	-0.7	6	-5	22	-0.6	-18	-0.5
CN(C)S(=O)(=O)c1ccc(C(=O)Nc2ccccn2)cc1	-0.5	1	1.0	0	-39	7	0.7	4	1.9
Cc1cc(NC(=O)COC(=O)c2cc(S(=O)(=O)N(C)c3ccccc3)ccc2Cl)no1	1.4	-12	0.7	-4	15	1	2.3	-9	0.9
Cc1nnc(NC(=O)c2cccc(S(=O)(=O)N3CCc4ccccc43)c2)s1	-0.8	2	-0.2	3	-58	-16	1.1	1	-0.8
CCOC(=O)c1[nH]cc(-c2ccccc2)c1N1CCOCC1	-0.4	4	0.7	-1	-3	7	-0.6	3	1.2
O=[N+]([O-])c1ccc([N+](=O)[O-])c(Nc2ccc(N3CCOCC3)cc2)c1	1.2	2	0.7	3	15	-26	-0.5	-14	0.9
COc1ccccc1Nc1nc(-c2ccccc2O)nc2ccccc12	0.9	-3	1.4	-3	-41	45	1.6	-11	-0.4
O=C(NCc1nnc(SCc2ccc(F)cc2)n1-c1ccccc1)C12CC3CC(CC(C3)C1)C2	-0.2	6	-0.6	-3	-6	3	1.1	-18	0.8
CCc1ccccc1N=C1S/C(=C/c2ccccc2OCC(=O)N2CCOCC2)C(=O)N1C	-0.7	2	0.5	-2	-73	-43	1.3	-29	-0.9
CCOC(=O)c1cc(C#N)c(=S)[nH]c1C	0.8	1	1.2	-1	0	49	-0.8	0	0.8
O=[N+]([O-])c1ccccc1-c1ccc(C(=S)N2CCN(c3ccccc3)CC2)o1	0.0	0	0.6	-5	-9	-16	1.1	-27	0.1
COC(=O)c1cccc(S(=O)(=O)N2CCN(c3nc4ccccc4s3)CC2)c1	0.7	-1	0.5	-5	-14	-45	-0.4	-14	-0.7
c1ccc(-c2n[nH]c(-c3ccccn3)n2)nc1	0.8&0.2	11&4	0.5&0.6	4&2	-72&1	5&3	0.4&2.7	-6&-7	-0.1&1.6
Cc1cc(Cl)c(OCCCN2CCCCC2)c(Br)c1	-0.5	4	-0.1	3	-3	5	4.4	6	-1.0
CN1/C(=C\C(=O)C[n+]2ccc3ccccc3c2)C(C)(C)c2ccccc21	0.2	42*	1.3	41*	6	-54	1.3	-30	1.0
CCOC(=O)C1=C(NC(=S)NC(=O)c2ccccc2)c2ccccc2CC1(C)C	-0.8	2	43*	-2	-2	-24	0.3	0	8.9
Nc1nc(Br)c2ccccc2c1-c1ccc(F)cc1	0.6	7	-0.3	-2	-206	62*	0.6	-18	-0.3
Cc1ccc(C(C(=O)NC2CCCCC2)N2CCN(C(=O)c3ccco3)CC2)cc1 (stereo not given)	-0.1	2	-0.9	0	-4	0	0.1	-7	-0.3
C/C(=N\NC(=O)c1ccncc1)c1ccc(N(C)C)cc1	2.3	3	1.0	-2	-9	17	1.2	-10	0.2
Cc1cc(C)c2nc(NC(=O)c3ccc4c(=O)n5c(nc4c3)CCCCC5)sc2c1	0.2	3	1.1	1	-69	4	2.1	4	1.1
Cc1ccc([N+](=O)[O-])cc1-c1ccc(/C=C(\C#N)c2[nH]nc(N)c2C#N)o1	-0.2	5	0.5	4	12	12	-1.5	-4	0.1
COc1ccc2c3c([nH]c2c1)C1CC2C(CC(O)C(OC)C2CO)CN1CC3 (stereo not given)	4.1*	3	0.5	1	-72	-6	-0.7	-14	2.5
COc1ccc(/C=N/NC(=O)c2cc(C(C)(C)C)[nH]n2)cc1COc1ccc(F)cc1F	-1.0	4	-1.2	5	-122	-22	0.5	-17	-1.5
CCOc1ccccc1C(=O)Nc1nn[nH]n1	0.4	2	-0.3	0	-26	8	-0.9	-4	1.0
CCCNC(=O)NC(=O)COC(=O)c1cccc(NS(=O)(=O)c2ccc(F)c(F)c2)c1	0.3	6	-0.1	1	6	14	0.9	0	-1.1
Clc1ccccc1CSc1ncn(-c2ccccc2)n1	1.5	7	-0.6	-2	16	45	1.1	-15	-2.8
Cc1cc(C(=O)c2ccc(C(C)(C)C)cc2)c(NC(=O)CCl)s1	-1.1	4	-0.1	0	18	26	0.3	-9	0.3
Cn1ncc([N+](=O)[O-])c1C(=O)Nc1ccn(Cc2ccccc2F)n1	-0.1	6	0.5	0	1	10	0.5	-19	-0.3
Cc1cc(Br)cc2c(C(=O)Nc3c(C)n(C)n(-c4ccccc4)c3=O)cc(-c3cccs3)nc12	1.9	1	0.8	-2	-4	18	-0.5	4	1.6
